NCI-60 one-dose screen, 48 h, at 10 µM unless noted. Numbers give growth in % (100 = growth as untreated, 0 = no growth, -100 = all killed).
A549/ATCC = A549/ATCC NSCLC; 3.7% of 81,000 active; AID 1794740
EKVX = EKVX NSCLC. 3% of 71,000 active. AID 1794765
HOP-92 = HOP-92 NSCLC cells; 6.3% of 71,000 active; AID 1794738
HOP-62 = HOP-62 NSCLC; AID 1794735; 3.9% of 80,000 active
UACC-62 = UACC-62 melanoma. 5.4% of 81,000 active. AID 1794756
M14 = M14 melanoma. 6.2% of 80,000 active. AID 1794745
CCRF-CEM = CCRF-CEM leukemia | 7% of 77,000 active | AID 1794778
RPMI-8226 = RPMI-8226 leukemia cells. 7.5% of 77,000 active. AID 1794781
Numbers without * were called inactive; x = no result given; [ ] = dose if it differs, or a comment. Rule for the calls: active = growth percent below 10; inactive = the rest. Compounds were not picked by outcome; overall some 12% were active at least once.

SMILES | A549/ATCC | EKVX | HOP-92 | HOP-62 | UACC-62 | M14 | CCRF-CEM | RPMI-8226
CC(=O)c1ccc(NC(=O)CSc2nnc(-c3ccc(-c4nc5ccc(C)cc5[nH]4)cc3)o2)cc1 | 99 | 86 | 78 | 89 | 94 | 98 | 90 | 94
CN(C)CCOc1ccc(C(=O)C(=O)N2CCOCC2)cc1 | 110 | 104 | 102 | 102 | 104 | 106 | 97 | 98
OC(COc1ccccc1Cl)COc1ccccc1Cl | 93 | 106 | 102 | 117 | 92 | 93 | -46* | 81
Cc1cc2nc(-c3c(N)ncc(C#N)c3-c3ccc(Cl)cc3)[nH]c2cc1C | 36 | 64 | 11 | 83 | 58 | 54 | 55 | 56
CCCCC1C(=O)NN(c2ccccc2)C1=O (configuration not stated) | 107 | 110 | 107 | 123 | 99 | 102 | 135 | 122
CNC(=O)CC[C@@]1(C)[C@H](O)CC[C@@H]2[C@@H]1CC[C@]1(C)[C@@H]([C@H](C)CCCC(C)C)CC[C@@H]21 | 56 | 69 | 71 | 74 | 43 | 48 | 49 | 26
N#C/C(=C\c1ccccn1)c1cc2ccccc2[nH]1 | 93 | 76 | 89 | 91 | 69 | 91 | 49 | 79
CN(C)c1ccc(SC#N)cc1 | 104 | 102 | 84 | 91 | 104 | 105 | 110 | 110
CCC(CC)C(O)CCCN(C)C (configuration not stated) | 99 | x | x | 102 | 111 | 109 | 101 | x
CCOc1ccc2c(c1)C(C)=CC(C)(C)N2 | 100 | 90 | 71 | 107 | 97 | 110 | 85 | 68
CCCCOc1ccc(C(=O)Nc2cc(C)on2)cc1 | 98 | x | 106 | 104 | 104 | 114 | 100 | 98
O=C(CN1C(=O)NC2NC(=O)NC21)N/N=C/c1ccc(Cl)cc1Cl (configuration not stated) | 110 | 101 | 125 | 114 | 99 | 104 | 107 | 104
N#Cc1c(Nc2ccc(O[C@H]3CO[C@H]4[C@@H]3OC[C@@H]4O)c(Cl)c2)c2ccccc2n(Cc2ccccc2)c1=O | 107 | 106 | 106 | 99 | 97 | 103 | 102 | x
COc1cc2c(cc1OC)C(=O)CCC2 | 88 | 89 | 94 | 97 | 89 | 111 | 119 | 99
C=CC(=O)c1c(C)cc(C)cc1C | 76 | 105 | 86 | 91 | 102 | 82 | 80 | 88
COc1ccc(Cc2nnc3sc(SC)nn23)cc1 | 96 | x | 87 | 100 | 102 | x | 95 | 99
Cn1cc(-c2csc(-c3ccccc3)n2)c2cccnc21 | -13*[100 µM] | 4.1*[100 µM] | -53*[100 µM] | -74*[100 µM] | -63*[100 µM] | -77*[100 µM] | x | x
Cc1oc(-c2ccccc2)cc1C(=O)Nc1ccc(F)cc1 | 96 | 85 | 95 | 98 | 81 | 102 | 102 | 94
CC/C(=C(/CC)c1ccc(OP(=O)(O)O)cc1)c1ccc(OP(=O)(O)O)cc1 | 109 | 94 | 108 | 111 | 92 | 97 | 104 | 102
c1ccc(CN(Cc2ccccc2)N(Cc2ccccc2)Cc2ccccc2)cc1 | 89 | 77 | 105 | 111 | 88 | 98 | 15 | 70
O=c1[nH]c(NCc2ccccc2)nc2cc(-c3ccccc3)sc12 | 96 | 87 | 58 | 92 | 96 | 91 | 110 | 98
O=C1C(c2cccs2)=C(c2c[nH]c3ccccc23)C(=O)N1O | 89 | 111 | 92 | 96 | 99 | 101 | 89 | 102
COc1ccc(Cl)c2ccc(/C=C3\SC(=S)N(CCc4ccc(O)cc4)C3=O)nc12 | 98 | 94 | 60 | 99 | 89 | 101 | 29 | 103
C/C=C\CSc1ncnc2nc[nH]c12 | 98 | 107 | 76 | 111 | 99 | 98 | 92 | 91
COc1ccc2c(c1)c(C1(c3cn(C)c4ccc(OC)cc34)C(=O)Nc3ccc(F)cc31)cn2C | 53 | 48 | 37 | 67 | 57 | 89 | 34 | 42
NC(N)=Nc1ccc(/C=C2\C=Cc3ccccc32)cc1 | 79 | 76 | 10.0* | x | 69 | 73 | 49 | x
COc1ccc(C2=Nc3c/c(=C\c4c(O)[nH]c5ccccc45)ccc3=N2)cc1 | 67 | 76 | x | 72 | 73 | 79 | 55 | 70
O=C(C(=O)c1cccc(C(=O)C(=O)c2ccccc2)c1)c1ccccc1 | x | x | x | 109 | 98 | 102 | 96 | 94
OCC(O)C(O)C1OC(O)C(O)C(O)C1O (configuration not stated) | 96 | x | 100 | 85 | 97 | 106 | 104 | 102
C/C=C\C=C\C(=O)O | 98 | 93 | x | 91 | 96 | 93 | 90 | 98
Cc1cn(-c2cc(NC(=O)c3cncc(C#Cc4cnc5ccc(OCCCS(C)(=O)=O)nn45)c3)cc(C(F)(F)F)c2)cn1 | 48 | 16 | -34* | 25 | 21 | 18 | 6.7* | 40
O=C(CS)OCC(COC(=O)CS)(COC(=O)CS)COC(=O)CS | 94 | x | 108 | 105 | 68 | 18 | x | 91
O=c1[nH]c(=O)n(Cc2ccc(O)cc2)cc1F | 99[50 µM] | 95[50 µM] | 94[50 µM] | x | 101[50 µM] | 94[50 µM] | 100[50 µM] | x
O=C(OCc1ccc2c(Cl)cc(Cl)c(O)c2n1)n1cncn1 | 22 | 26 | 49 | 27 | -3.2* | 20 | 24 | 33
CC(=O)Nc1ccc(C(Cl)=C(Cl)Cl)cc1 | 85 | 88 | 64 | 97 | 93 | 100 | 97 | 88
O=C1Nc2ccccc2/C1=N\c1nnc(-c2ccc(Cl)cc2)o1 | 105 | 68 | 83 | 82 | 82 | 92 | 104 | 105
COc1ccc(C2CCc3cc(OC)c(OC)cc3C2NC=O)cc1OC (configuration not stated) | 103 | 101 | 99 | 101 | 91 | 102 | 96 | 95
Clc1ccccc1-c1nc(Nc2nc3ccccc3s2)nc(C(Cl)(Cl)Cl)n1 | 18 | 54 | 56 | 41 | 48 | 80 | 92 | 10
c1ccc(CCc2ccc(OCCN3CCCCC3)cc2)cc1 | 78 | 90 | 57 | 86 | x | 87 | 75 | x
COc1ccc(/C=C/C(=O)c2ccc(NC(=O)CSc3nnc(-c4c[nH]c5ccccc45)n3-c3ccccc3)cc2)cc1OC | 104 | 69 | 86 | 89 | 68 | 102 | 85 | 18
COc1cc([C@@H]2NC(=O)c3ccccc3N2)ccc1OCCCCCOc1cc(C2CC(c3cc(OC)c(OC)c(OC)c3)=NO2)ccc1OC (some centres not stated) | 99 | 84 | 108 | 101 | 84 | 116 | 86 | 62
COc1ccc(-n2nc(C(N)=O)nc2-c2cc(OC)c(OC)c(OC)c2)cc1 | 95 | 100 | 85 | 105 | 98 | 102 | 89 | 95
CCOC(=O)c1nn(C2CCCCO2)c2ccc(NC(=O)/C=C/c3ccccc3)cc12 (configuration not stated) | 88 | 89 | 91 | 94 | 93 | 100 | 99 | 79
O=C1c2ccccc2C(O)(c2ccccc2)N1c1ccncc1 (configuration not stated) | 106 | 97 | x | 86 | 90 | 101 | 79 | 54
CC(C)(C)c1ccc(CC(Cc2ccc(C(C)(C)C)cc2)(C2=N[C@H](c3ccccc3)CO2)C2=N[C@@H](c3ccccc3)CO2)cc1 | 90 | 78 | 88 | 104 | 88 | 74 | 87 | 83

Copied from the entries so far, 10 compounds:
SMILES | A549/ATCC | EKVX | HOP-92 | HOP-62 | UACC-62 | M14 | CCRF-CEM | RPMI-8226
O=C1Nc2ccccc2/C1=N\c1nnc(-c2ccc(Cl)cc2)o1 | 105 | 68 | 83 | 82 | 82 | 92 | 104 | 105
COc1ccc(C2CCc3cc(OC)c(OC)cc3C2NC=O)cc1OC (configuration not stated) | 103 | 101 | 99 | 101 | 91 | 102 | 96 | 95
Clc1ccccc1-c1nc(Nc2nc3ccccc3s2)nc(C(Cl)(Cl)Cl)n1 | 18 | 54 | 56 | 41 | 48 | 80 | 92 | 10
c1ccc(CCc2ccc(OCCN3CCCCC3)cc2)cc1 | 78 | 90 | 57 | 86 | x | 87 | 75 | x
COc1ccc(/C=C/C(=O)c2ccc(NC(=O)CSc3nnc(-c4c[nH]c5ccccc45)n3-c3ccccc3)cc2)cc1OC | 104 | 69 | 86 | 89 | 68 | 102 | 85 | 18
COc1cc([C@@H]2NC(=O)c3ccccc3N2)ccc1OCCCCCOc1cc(C2CC(c3cc(OC)c(OC)c(OC)c3)=NO2)ccc1OC (some centres not stated) | 99 | 84 | 108 | 101 | 84 | 116 | 86 | 62
COc1ccc(-n2nc(C(N)=O)nc2-c2cc(OC)c(OC)c(OC)c2)cc1 | 95 | 100 | 85 | 105 | 98 | 102 | 89 | 95
CCOC(=O)c1nn(C2CCCCO2)c2ccc(NC(=O)/C=C/c3ccccc3)cc12 (configuration not stated) | 88 | 89 | 91 | 94 | 93 | 100 | 99 | 79
O=C1c2ccccc2C(O)(c2ccccc2)N1c1ccncc1 (configuration not stated) | 106 | 97 | x | 86 | 90 | 101 | 79 | 54
CC(C)(C)c1ccc(CC(Cc2ccc(C(C)(C)C)cc2)(C2=N[C@H](c3ccccc3)CO2)C2=N[C@@H](c3ccccc3)CO2)cc1 | 90 | 78 | 88 | 104 | 88 | 74 | 87 | 83

Other results follow:
SMILES | A549/ATCC | EKVX | HOP-92 | HOP-62 | UACC-62 | M14 | CCRF-CEM | RPMI-8226
Cc1cc(NC(=O)CSCC(=O)O)no1 | 97 | 94 | 107 | 96 | 95 | 100 | 107 | 120
COCOc1cc2oc(C(=O)N[C@@H](Cc3ccccc3)C(=O)C(=O)NCc3ccccc3)c(C)c(=O)c2cc1OCOC | 104 | 95 | 96 | 107 | 79 | 110 | 94 | 98
O=c1[nH]c(=S)[nH]c(=O)n1Cc1ccc2c(c1)OCO2 | 96 | x | x | 99 | 109 | 104 | 108 | 113
Cc1nc(Nc2ccc(NC(=O)Nc3ccc(Cl)cc3)cc2)c2ccccc2n1 | 106 | 94 | 110 | 131 | 100 | x | 101 | 102
COc1cc2nc(SCc3cc(OC)c(OC)c(OC)c3)n(-c3ccc(C)cc3)c(=O)c2cc1OC | 90 | x | 77 | 84 | 94 | 101 | 103 | 90
COc1nccc2c(Sc3ccccc3)nc(N)nc12 | 104 | 117 | x | 113 | 102 | 118 | 98 | 93
O=C(Nc1ccc(OCc2ccccn2)c(Cl)c1)c1ccccn1 | 92 | 109 | x | 110 | 91 | 103 | 97 | 81
O=CC(S)CO (configuration not stated) | 92 | x | x | 103 | 106 | 117 | x | 104
Nc1c(O)cccc1O | 67 | 117 | 97 | 126 | 87 | 108 | 92 | 63
C#Cc1nc(C2=C(C)C(OC(=O)CCC(=O)O)CC2)cs1 (configuration not stated) | 91 | 99 | 106 | 111 | 95 | 103 | 94 | 102
CCn1c(O)c(N=Nc2ccc(S(N)(=O)=O)cc2)c2cc(Cl)ccc21 | 98 | 97 | 109 | 101 | 91 | 103 | 96 | 93
CN(C)CCCNC1=C(Cl)C(=O)C(NCCCN(C)C)=C(Cl)C1=O | 99 | 98 | x | x | 100 | 102 | 101 | 79
CC(C)(C)Nc1c(-c2cccnc2)nc2ncccn12 | 94 | 98 | 104 | 88 | 97 | 95 | 115 | 105
COC(=O)c1ccc(Cn2cnc3c(Cl)ncnc32)cc1 | 95 | 116 | 100 | 117 | 99 | 100 | 99 | x
Cc1nc2c3c(ncn2n1)Oc1c(c(=O)[nH]c2ccccc12)C3c1ccc(Cl)cc1 (configuration not stated) | 97 | 87 | 74 | 87 | 91 | 105 | 97 | 86
O=C(CSc1nc2ccccc2o1)Nc1ccc(-c2nc3ccccc3s2)cc1 | 101 | 90 | 102 | 104 | 99 | 117 | x | x
CN1CCC23C(=O)CC4C(=CCOC5CC(=O)N(c6ccccc62)C3C54)C1 (configuration not stated) | 95 | x | 90 | 118 | 91 | 106 | 93 | 97
COc1cc2oc(-c3cccc(C(=O)NCc4ccccc4)c3)cc(=O)c2c(OC)c1OC | 82 | x | 61 | 99 | 76 | x | 63 | 39
CC(=O)c1cc(S(=O)(=O)n2cc(C(=O)C(=O)Nc3ccncc3)c3ccccc32)ccc1Cl | 67 | 47 | 85 | 87 | 92 | 105 | x | 104
CS(=NC#N)c1ccc(-c2cnc(N)c(C(=O)Nc3ccccc3)n2)cc1 (configuration not stated) | 85 | 107 | 93 | 110 | 82 | 70 | 83 | 101
CN1CCc2c(sc3ncnc(N/N=C/c4ccc(Cl)c(Cl)c4)c23)C1 | 22 | 61 | 37 | 70 | -27* | -12* | 8.1* | 41
Cc1cc(N(CCOS(C)(=O)=O)CCOS(C)(=O)=O)ccc1C=Nc1ccc(-c2nc(Cc3ccccc3)sc2C)cc1 | 35 | 11 | x | 36 | 38 | 26 | 23 | 62
Nc1nc(-c2ccc(F)cc2)cc(-c2cc(-c3ccc(F)cc3)nc(N)n2)n1 | 111 | 104 | 97 | 113 | 103 | 107 | 104 | 106
CC(=O)Sc1ccccc1C(=S)S | 99 | 106 | 104 | 94 | 101 | 102 | 90 | 86
Cc1ccc(-c2csc3nc(N4NC(=O)CC4=O)cn23)cc1 | 102 | x | 75 | 105 | 92 | 105 | 96 | 98
COc1ccc2c(c1)O/C(=C/c1cccc(OCC(=O)c3ccccc3)c1)C2=O | 85 | 96 | 90 | 108 | 84 | 102 | 70 | 68
Cc1ccc(S(=O)(=O)Nc2ccc3ccccc3c2[N+](=O)[O-])cc1 | 88 | 98 | 96 | 105 | 90 | 113 | 118 | 88
O=C(Oc1ccccc1)c1cc(O)c(O)c(O)c1 | 69 | 52 | 80 | 55 | 31 | 68 | 27 | 66
O=[N+]([O-])c1cccc(C(O)P(=O)(OCCCl)OCCCl)c1 (configuration not stated) | 104 | x | x | 96 | 103 | 103 | x | 110
CC1(C)CC[C@]2(C(=O)O)CC[C@]3(C)C(=CC[C@@H]4[C@@]5(C)C/C(=C/c6ccncc6)[C@H](O)C(C)(C)[C@@H]5CC[C@]43C)[C@@H]2C1 | 20 | 30 | 4.5* | 42 | 53 | 62 | 21 | 19
COc1cc(CCC(N)c2cccc(O)c2)cc(OC)c1OC (configuration not stated) | 100 | 116 | 91 | 101 | 94 | 100 | 99 | x

High-throughput results as filed in PubChem BioAssay.
